Bioassay records from PubChem BioAssay.
PREPL inh – human PREPL enzyme inhibition; Q4J6C6; recombinant PREPL, fluorescence polarization activity-based probe; inhibition, % at 5.96 µM; hit rate 0.68% among 320,000; in the data active = inhibition above about 43%;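 note: 0% = enzyme with DMSO and 100% = wells lacking enzyme; many of its hits are not listed in these tables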
CTSL1 counter – counter-screen for PFM18AAP inhibitors: inhibitors of F. hepatica cathepsin L1; recombinant F. hepatica cathepsin L1, Z-Leu-Arg-MCA fluorescence; inhibition, % at 5.96 µM; hit rate 0.49% among 300,000;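 active = inhibition above the mean of all tested compounds plus 3 SD, set per screening campaign, cut at about 17% in these data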;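 note: 0% = plate median of test compound wells and 100% = 1 µM Z-Phe-Ala-diazomethylketone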
LYPLA2 inh – blocks human lysophospholipase 2, a PME1 counter-screen | AID 2177 | inhibition, % at 5.9 µM | hit rate 0.38% among 320,000 | O95372 | recombinant LYPLA2, FP-Rh probe fluorescence polarization;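 active = inhibition above the screen-wide mean plus 3 SD, limit set per campaign, cut at about 26% in these data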;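 note: 0% = LYPLA2 with DMSO and 100% = wells lacking LYPLA2 enzyme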
TPT1 inhibitor – C. albicans TPT1 enzyme inhibition; recombinant caTPT1, FP RNA substrate dephosphorylation; inhibition, % at 5 µM; hit rate 0.81% among 300,000;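 active = inhibition above the mean of all tested compounds plus 3 SD, set per screening campaign, cut at about 24% in these data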;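 note: plate controls were DMSO alone for no effect and ferristatin control at 100 nM for full effect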
core dimer inh – HCV core protein dimerization inhibition. hit rate 0.33% among 300,000. TR-FRET GST/Flag-core106 dimerization, 1536-well. inhibition, % at 5 µM;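 active = inhibition above the mean of all tested compounds plus 3 SD, set per screening campaign, cut at about 45% in these data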
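System: GST/Flag-tagged HCV core106 proteins. Incubation: compound-protein-antibody incubation 4 h at 22.5 °C. Technique: HTRF with 340 nm excitation, 617/671 nm emission. Medium: KF-containing HEPES buffer, pH 7.45, DTT, CHAPS, BSA. Read-out: inhibition (%) from 671 over 617 nm ratio. Also added: Eu(K)-anti-GST 90 ng/mL plus XL665-anti-Flag 1 µg/mL.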
JMJD2C inh – inhibitors of human GASC-1 (JMJD2C) demethylase; GST-JMJD2C(1-420) H3K9me3 demethylation, DELFIA europium; inhibition, % at 2.35 µM; AID 2099; hit rate 0.069% among 330,000; Q9H3R0;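 active = more than half of a compound's replicate wells show inhibition beyond 50%, single wells judged on their own value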;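 note: signal counts dimethyl H3K9 product captured on neutravidin plate; 0% = median of DMSO wells and 100% = 0.3 times that DMSO median; strong numbers were not always called active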
Efflux pump inh – inhibitors of Candida antifungal efflux pumps expressed in yeast; inhibition, % at 10 µM; hit rate 0.44% among 330,000; S. cerevisiae Candida pump triplex, Nile Red efflux; AID 485275;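 active = plate passing quality check with inhibition over a set limit, or well fluorescence over plate mean plus 4 SD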;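 note: Nile Red retained in pooled yeast measured as flow cytometry median fluorescence; 0% = buffer negative control and 100% = Enniatin B positive control; higher means more Nile Red kept so more efflux inhibition; some compounds called inactive have numbers as strong as hits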
PP5 inh – inhibitors of human protein phosphatase 5 (PP5); P53041; purified PP5c, OMFP substrate fluorescence; inhibition, % at 6.7 µM; hit rate 0.18% among 320,000;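 active = inhibition above the campaign's mean inhibition across all tested compounds plus 3 SD, cut at about 9.5% in these data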;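 note: 0% = DMSO only and 100% = 100 µM cantharidin control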
Target sequence (P53041 whole entry, looked up): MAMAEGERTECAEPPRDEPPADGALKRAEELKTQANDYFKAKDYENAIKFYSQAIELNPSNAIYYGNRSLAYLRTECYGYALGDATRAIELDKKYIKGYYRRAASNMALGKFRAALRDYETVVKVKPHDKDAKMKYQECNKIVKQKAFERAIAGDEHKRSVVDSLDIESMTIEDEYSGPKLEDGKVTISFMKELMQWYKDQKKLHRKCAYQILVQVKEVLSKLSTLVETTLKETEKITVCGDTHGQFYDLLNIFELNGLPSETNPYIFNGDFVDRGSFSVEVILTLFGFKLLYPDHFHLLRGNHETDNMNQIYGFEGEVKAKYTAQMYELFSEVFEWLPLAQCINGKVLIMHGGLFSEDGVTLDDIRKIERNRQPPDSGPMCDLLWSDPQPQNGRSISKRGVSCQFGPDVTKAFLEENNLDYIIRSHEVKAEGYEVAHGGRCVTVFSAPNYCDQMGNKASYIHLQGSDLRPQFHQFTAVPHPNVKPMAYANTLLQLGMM
PP1 inh – blocks human PP1-alpha phosphatase, a PP5 counter-screen; P62136; purified PP1alpha, OMFP fluorescence; inhibition, % at 6.7 µM; hit rate 0.9% among 320,000;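 active = inhibition above the mean inhibition of all tested compounds plus 3 SD, computed separately for each screening campaign, cut at about 15% in these data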
Target sequence (P62136 whole entry, looked up): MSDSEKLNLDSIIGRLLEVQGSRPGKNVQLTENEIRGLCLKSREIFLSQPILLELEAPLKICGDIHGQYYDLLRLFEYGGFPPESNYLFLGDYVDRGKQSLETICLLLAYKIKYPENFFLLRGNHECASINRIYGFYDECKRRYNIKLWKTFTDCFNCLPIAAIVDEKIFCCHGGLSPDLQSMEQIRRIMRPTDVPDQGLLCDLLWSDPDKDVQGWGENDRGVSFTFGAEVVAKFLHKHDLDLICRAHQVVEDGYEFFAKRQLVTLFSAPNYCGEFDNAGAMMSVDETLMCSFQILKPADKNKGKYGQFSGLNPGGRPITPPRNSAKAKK
Active calls of the source: *; . = no result given. The list is partial; rates above refer to the full screens.

Below each SMILES: PP1 inh, core dimer inh, PREPL inh, CTSL1 counter, Efflux pump inh, TPT1 inhibitor, LYPLA2 inh, JMJD2C inh, PP5 inh
> O=c1[nH]c(N2CCN(Cc3ccccc3)CC2)nc2c1CCC2
    1, -9, -4, 2, -0.3, 0, -4, 21, 1.2
> COc1ccc(C)cc1NC(=O)C1C2C=CC(C2)C1C(=O)O (configuration not stated)
    -1, -7, 12, 3, -0.1, -3, 5, 4, -0.3
> C=CCCCCCCCCC(=O)N1CCN(c2cc3c(cc2F)c(=O)c(C(=O)O)cn3CC)CC1
    10, 3, 14, -1, 0.1, -4, -4, -2, -0.7
> CCOc1ccccc1N1C(=O)c2ccc(C(=O)O)cc2C1=O
    1, -4, 2, 2, 0.1, 3, 0, -16, 0.5
> CN(C)C(CNC(=O)CCS(=O)(=O)c1ccccc1)c1ccccc1 (configuration not stated)
    -1, -3, -1, -2, -0.3, -2, -1, -1, -1.9
> COCCCNC(=O)c1cc2c(=O)n3cccc(C)c3nc2s1
    -2, 1, -6, 0, -0.1, -1, 7, -3, 1.9
> COc1ccc(-c2ccc(OC)cc2)cc1
    6, 2, -5, 0, 0.0, -1, -2, -1, 0.6
> CC(C(=O)NCc1ccccc1)N(Cc1ccccc1Cl)C(=O)c1snc(C(N)=O)c1N (configuration not stated)
    3, -2, -3, 4, 0.0, 3, -8, -57, 0.0
> Cc1cc(N)n2nc(-c3ccccc3)cc2n1
    -1, -1, 20, 0, -0.2, 1, -1, -1, 1.3
> O=C(/C=C/Nc1ccccc1)c1ccc(Oc2ncccn2)cc1
    -3, 12, 8, -2, -0.1, 4, 6, -10, -0.4
> CC(C)(C)OC(=O)N1CCC(CC2CC(c3ccc(Cl)cc3)=NO2)(C(=O)NCC2CCCCC2)CC1 (configuration not stated)
    -3, 12, 3, 4, 0.2, 0, 0, 0, 3.7
> Cc1ccnc(NS(=O)(=O)c2ccc(N3C(=O)c4ccccc4C3=O)cc2)n1
    -4, -5, 6, -4, 0.2, 3, 3, 0, -3.5
> Clc1ccccn1
    -6, ., -3, ., -0.1, ., -7, 10, -1.6
> COC(=O)C1=C(C)N(Cc2ccc(OC)cc2)C(=O)/C1=C\c1ccco1
    1, 15, 10, 4, 0.0, 4, -1, -13, 2.7
> CC1CC(C)CN(CCOc2ccccc2-c2ccccc2)C1 (configuration not stated)
    -3, -6, 8, 0, 0.3, 0, 2, -2, 3.1

Later entries:
Below each SMILES: PP1 inh, core dimer inh, PREPL inh, CTSL1 counter, Efflux pump inh, TPT1 inhibitor, LYPLA2 inh, JMJD2C inh, PP5 inh
> CCOC(=O)C1=C(CN2CCCCCC2)NC(=O)NC1c1ccc2c(c1)OCO2 (configuration not stated)
    8, 3, 5, -1, 0.4, 2, 3, -6, -0.7
> CSc1nnc(C)c(=O)n1COC(=O)c1cc(Cl)ccc1[N+](=O)[O-]
    -5, 4, 4, 2, -0.1, -2, 0, 1, 1.9
> CCCCN(CCCC)C(=O)CN(C)S(=O)(=O)c1ccc2c(c1)n(C)c(=O)c(=O)n2C
    -2, 8, 9, 1, 0.0, 2, 0, 0, 1.4
> CC(C)CC(=O)Nc1nnc(SCC(=O)NC2CCCCC2)s1
    -2, -4, 4, -3, -0.1, 0, -1, -1, 1.9
> COC(=O)C(C)n1cnc2c(nnn2-c2ccc(OC)cc2)c1=O (configuration not stated)
    -3, 0, 3, -2, -0.1, 0, 2, 1, 0.7
> COc1ccc(CCNC(=O)CNC(=O)c2ccco2)cc1
    -4, 0, 0, 2, -0.3, -1, -5, 0, -1.9
> C/C=C(\C)CN1CCC(n2nccc2NC(=O)CCc2ccccc2)CC1
    -3, -4, 15, -1, 0.1, 0, 2, 0, 0.0
> Cc1ncc([N+](=O)[O-])n1Cc1cccc(F)c1
    0, 5, 29, 6, 0.2, 1, -8, 0, -3.0
> Cc1cccc(C)c1OCC(O)CNC(C)(C)C (configuration not stated)
    -2, -18, -16, 5, 0.0, -1, 2, -14, 0.6
> CC(=O)c1ccc(N2CCN(C(=O)CCN3C(=S)NC(C)(C)CC3C)CC2)cc1 (configuration not stated)
    2, -1, 4, 1, 0.0, -4, 2, -17, 0.9
> O=C(Nc1ccccc1)Nc1ccc(C(=O)N2CCOCC2)cc1
    -6, -1, 3, -1, 0.0, -4, -3, 9, -0.4
> CCOC(=O)c1cccc(NC(=O)CCc2nnc3ccc(N4CCOCC4)nn23)c1
    5, -5, 0, -5, -0.1, -2, -1, 13, 0.6
> O=C(NC(=S)N1CCc2ccccc21)c1ccco1
    -7, 0, -1, 1, -0.1, 1, 1, 5, -2.2
> CCCCNC(=O)Cn1cnc2c(cnn2-c2ccc(C)c(C)c2)c1=O
    7, 1, 9, 0, -0.1, 1, 8, -6, -1.8
> COc1ccc2cc(CN(CCCN3CCOCC3)Cc3nnnn3C3CCCC3)c(=O)[nH]c2c1
    -2, -4, 19, -3, 0.1, -1, -2, -4, 2.5

Record cards (already shown):
Record of `Cc1ncc([N+](=O)[O-])n1Cc1cccc(F)c1` → PP1 inh: 0; core dimer inh: 5; PREPL inh: 29; CTSL1 counter: 6; Efflux pump inh: 0.2; TPT1 inhibitor: 1; LYPLA2 inh: -8; JMJD2C inh: 0; PP5 inh: -3.0
Record of `Cc1cccc(C)c1OCC(O)CNC(C)(C)C` (configuration not stated) → PP1 inh: -2; core dimer inh: -18; PREPL inh: -16; CTSL1 counter: 5; Efflux pump inh: 0.0; TPT1 inhibitor: -1; LYPLA2 inh: 2; JMJD2C inh: -14; PP5 inh: 0.6
Record of `COc1ccc(CCNC(=O)CNC(=O)c2ccco2)cc1` → PP1 inh: -4; core dimer inh: 0; PREPL inh: 0; CTSL1 counter: 2; Efflux pump inh: -0.3; TPT1 inhibitor: -1; LYPLA2 inh: -5; JMJD2C inh: 0; PP5 inh: -1.9

Next section
Below each SMILES: PP1 inh, core dimer inh, PREPL inh, CTSL1 counter, Efflux pump inh, TPT1 inhibitor, LYPLA2 inh, JMJD2C inh, PP5 inh
> O=C(N/N=C/c1cccnc1)C1CCCN(S(=O)(=O)c2ccccc2)C1 (configuration not stated)
    -2, -7, 14, 2, -0.1, -6, -3, 4, 1.1
> O=C(NCc1ccccc1)c1cc(-c2cccs2)on1
    1, -3, 4, 3, 0.1, -1, 5, 3, 1.9
> CCNc1ccc(Br)cc(C(=O)/C=C/c2ccccc2Cl)c1=O
    7, 42, 14, -3, 0.0, 53*, 0, 1, -1.1
> Cc1nc2sc3c(c2c(=O)o1)CC(C)(C)OC3
    0, 1, 23, -2, 0.3, 1, 3, 1, -0.6
> Cc1ccc(C(=O)CSc2nnnn2Cc2ccccc2)cc1C
    0, 6, -20, -2, 0.0, -1, -1, -8, 1.9
> O=C(CCS(=O)(=O)c1ccc(Cl)cc1)N1CCN(S(=O)(=O)c2cccs2)CC1
    -4, 7, 8, -3, 0.1, 2, -2, -20, 1.7
> O=C1CCC(=O)N1c1ccccc1
    -1, -11, 5, 0, -0.2, -1, 1, -2, -0.3
> N/C(=N\OC(=O)COc1cc(Cl)c(Cl)cc1Cl)c1ccncc1
    -3, 2, -8, -17, -0.2, -2, 8, 39, -1.4
> O=C(C1CC(c2ccc(F)cc2)=NO1)N1CCN(Cc2ccccc2)CC1 (configuration not stated)
    0, 1, 5, 2, -0.2, -5, 2, 0, -1.3
> NC(=O)c1ccccc1NC(=O)Cc1cccs1
    1, 1, -12, -1, 0.1, -1, 0, -12, 2.0
> Cc1ccc(-n2[nH]c(C)c(/C=N/Nc3ccc([N+](=O)[O-])cc3[N+](=O)[O-])c2=O)cc1
    1, -27, 16, -1, 0.8, 3, 8, 7, 0.5
> CN(C)c1oc(-c2ccc(Cl)cc2)nc1S(=O)(=O)c1ccccc1
    -5, 7, 9, -10, 0.0, 1, 0, 1, -0.5
> O=C(N/N=C/c1cccc2cccnc12)c1ccccc1O
    -2, -4, 17, -2, 0.2, 2, 4, -11, -1.9
> CCOC(=O)CSc1nnc(CNC(=O)Cc2ccccc2)n1C
    -1, -1, -13, 3, -0.1, 0, 3, -12, -0.2
> COc1ccc(C(=O)OCC(=O)NCC2CCCCC2)cc1S(=O)(=O)N1CCCc2ccccc21
    9, 17, -11, 4, 0.0, -3, -9, 8, 3.0

Carrying on.
Below each SMILES: PP1 inh, core dimer inh, PREPL inh, CTSL1 counter, Efflux pump inh, TPT1 inhibitor, LYPLA2 inh, JMJD2C inh, PP5 inh
> CCN(CC)C(=O)COc1cc(C)cc2oc(=O)cc(-c3ccccc3)c12
    -3, -3, -17, 2, 0.2, -2, 5, 8, -0.8
> CCCc1nnc(NC(=O)CCC(=O)NCc2ccc(OC)cc2)s1
    2, -3, 8, -3, -0.1, 1, 1, -38, 0.6
> CCN(Cc1ccncc1)C(=O)c1ccc(Br)o1
    2, -3, -1, -3, 0.3, 2, -2, 5, 2.3
> CC(C)(C)c1cc(Cl)ccc1OCCn1ccnc1
    8, 1, 12, 5, -0.1, 0, 1, 1, 0.8
> O=C(NCC(c1ccco1)N1CCN(c2ccccc2)CC1)OCc1ccccc1 (configuration not stated)
    0, 2, 2, -2, 0.3, 3, 6, -36, 1.0
> COc1ccc(N(C(=O)CNS(=O)(=O)c2ccccc2)C(C(=O)NCc2ccco2)C(C)C)cc1 (configuration not stated)
    4, -2, -2, 0, 0.1, -3, 3, 6, 0.1
> Cc1cccc(N2C(=O)CC(n3ccnc3)C2=O)c1C (configuration not stated)
    -2, -4, 16, -2, -0.1, -2, -2, 7, -0.7
> Cc1ccc(S(=O)(=O)N(C)C)cc1NC(=O)c1cc(=O)c2ccccc2o1
    2, 0, -1, -1, 0.0, -2, -3, 7, 0.8
> O=C(CCc1ccc(Oc2cc([N+](=O)[O-])cc([N+](=O)[O-])c2)cc1)N1CCCCC1
    8, 18, 18, 0, 0.2, 1, 12, -38, 3.5
> Cc1ccccc1C(=O)N1CCN(c2ccc([N+](=O)[O-])c(N3CCOCC3)c2)CC1
    2, -2, 4, 4, -0.1, 3, 1, -9, 4.7
> COc1cccc(Cn2cnc3c([N+](=O)[O-])c(C)c(C)cc32)c1
    -1, 9, -2, 1, 0.1, 2, -7, 128, 2.1
> O=C(Nc1cccc(C(=O)N2CCCCCC2)c1)c1ccco1
    -3, -5, -7, -6, -0.1, -3, 0, 0, 1.0
